MEX-5 binding: C. elegans MEX-5 TCR-2 RNA binding activity; 300,000 compounds, 0.38% hits; MEX-5/FITC-TCR2 RNA binding, fluorescence polarization; active compounds read low; Q9XUB2; activity score (negative = inhibition of binding), % at 10 µM;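 active = inhibition past about -25% in most replicates, and total fluorescence under double the plate's negative control median, limit read from the data; inconclusive = replicates evenly split on the limit, or fluorescence at least double controls; inactive = too little inhibition in most replicates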;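 also: 0% = DMSO and -100% = 5 µM competing unlabeled TCR2 RNA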
Target sequence (Q9XUB2 whole entry, looked up): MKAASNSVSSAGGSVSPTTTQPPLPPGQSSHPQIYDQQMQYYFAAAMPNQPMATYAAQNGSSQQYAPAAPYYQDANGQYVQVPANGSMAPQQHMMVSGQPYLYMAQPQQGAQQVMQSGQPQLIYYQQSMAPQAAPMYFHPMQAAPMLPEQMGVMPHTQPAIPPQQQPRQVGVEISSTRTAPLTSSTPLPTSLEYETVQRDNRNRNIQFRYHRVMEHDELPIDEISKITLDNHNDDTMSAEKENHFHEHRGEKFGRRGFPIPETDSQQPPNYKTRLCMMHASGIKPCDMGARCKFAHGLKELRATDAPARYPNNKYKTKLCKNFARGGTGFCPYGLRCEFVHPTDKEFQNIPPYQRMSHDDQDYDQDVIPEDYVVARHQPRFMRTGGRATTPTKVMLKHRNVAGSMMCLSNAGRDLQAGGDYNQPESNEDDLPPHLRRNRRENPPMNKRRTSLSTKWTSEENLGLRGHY
* = called active by the depositor; ? = inconclusive. These rows are one share of the data. The share of hits here may be higher or lower than overall.

SMILES	MEX-5 binding
CCC(=O)N1CCN(c2ccc(NC(=O)c3ccc([N+](=O)[O-])o3)cc2Cl)CC1	1.4
O=C(N=C1SCC(=O)N1c1ccccc1Cl)c1ccccc1	0.8
c1cncc(CSc2nnc(-c3cccnc3)n2Cc2ccco2)c1	0.1
CN(Cc1ccc(OCC(O)CN2CCCCC2)cc1)Cc1ccnc2ccccc12 (stereo not drawn)	4.3
COc1ccccc1Oc1ccc(N2CC(C(=O)OCC(=O)c3ccc(F)cc3)CC2=O)cc1 (stereo not drawn)	-0.8
COCc1ccc(C(=O)NC2CCCc3c2cnn3-c2cc(C)cc(C)c2)s1 (stereo not drawn)	3.4
COC(=O)c1ccccc1NC(=O)c1onc(C)c1Cl	2.6
Cc1onc(-c2ccccc2)c1C(=O)N(Cc1ccco1)Cc1cccs1	-0.1
O=C(/C=C/c1cccc([N+](=O)[O-])c1)n1cnc2ccccc21	2.9
O=C(O)c1cccc(N/N=C/c2cccnc2)c1	0.4
COc1ccc(C(c2nnnn2CCc2ccccc2)N2CCN(C)CC2)cc1OC (stereo not drawn)	1.9
C#CCOCCOCCOCCNc1nc(N2CCN(C(=O)C([C@@H](C)CC)n3cc(C(N)CO)nn3)CC2)nc(N2CCN(C(=O)[C@H](CCC(=O)O)n3cc(C(N)[C@H](C)CC)nn3)CC2)n1 (stereo partly drawn)	1.6
Cc1ccc(S(=O)(=O)N(Cc2ccc([N+](=O)[O-])cc2)C(=O)N2CCN(C)CC2)cc1	1.8
COc1cccc(C(=O)N2CCC(C(=O)N3CCN(C)CC3)CC2)c1	1.1
Fc1cccc(NC(=S)NNc2c3ccccc3nc3ccccc23)c1	1.2
Cc1cc(/C=N/NC(=O)c2cccc(N(C)C)c2)c(C)n1-c1cc(C(=O)O)cc(C(=O)O)c1	-5.3
COc1cc(NS(=O)(=O)c2ccc(NC(=S)NC(=O)/C=C/c3ccco3)cc2)ncn1	-3.7
O=C(CSc1nnc(-c2cccs2)o1)N1CCOCC1	-1.3
O=C(CSc1ncnc2c1nnn2Cc1ccccc1F)N1CCN(c2ccccc2)CC1	0.9
CCOC(=O)N1CCC(NC(=O)c2ccc3nc(N4CCOCC4)sc3c2)CC1	2.4
CCC(=O)N1CCN(c2ccc(NC(=O)c3ccc([N+](=O)[O-])o3)cc2)CC1	1.1
O=C(c1ccc2c(c1)OCO2)N1CCC2(CC1)Oc1ccc(Cl)cc1C(=O)C21CC(c2ccc(Cl)cc2)=NO1 (stereo not drawn)	-0.6
Clc1ccc(OCc2cn3cccnc3n2)c2ncccc12	0.0
CN(C)CC(CCC(CN(C)C)C(O)(c1ccccc1)c1ccccc1)C(O)(c1ccccc1)c1ccccc1 (stereo not drawn)	-0.4
O=C(c1ccc(S(=O)(=O)N2CCCCC2)cc1)c1nnc(-c2ccc(Cl)cc2)o1	-1.1

Sorted by the number under MEX-5 binding (smallest number first): some entries from above
SMILES	MEX-5 binding
CN(C)CC(CCC(CN(C)C)C(O)(c1ccccc1)c1ccccc1)C(O)(c1ccccc1)c1ccccc1 (stereo not drawn)	-0.4
O=C(CSc1ncnc2c1nnn2Cc1ccccc1F)N1CCN(c2ccccc2)CC1	0.9
COc1cccc(C(=O)N2CCC(C(=O)N3CCN(C)CC3)CC2)c1	1.1

Going on with the list:
SMILES	MEX-5 binding
COc1ccc(C2=NN(C(=O)c3ccccc3)C(c3ccc(OC)c(OC)c3)C2)c(O)c1 (stereo not drawn)	1.2
Cn1cc(C(=O)Nc2ccccn2)c(=O)c2ccccc21	-2.3
Cc1ccc2nc(-c3ccc(S(=O)(=O)N4CCOCC4)cc3)cn2c1	0.6
Cc1cc(C)nc(N2CCCC(C(=O)Nc3nnc(C(C)C)s3)C2)n1 (stereo not drawn)	2.0
Cc1cc(NC(=O)CN2CCCC(C)C2)n(-c2nc3ccccc3s2)n1 (stereo not drawn)	1.3
CC(C)(C)C(=O)Cn1ncc(Cl)c(Cl)c1=O	-0.4
CCC(C)NCCOc1ccc(C)cc1[N+](=O)[O-] (stereo not drawn)	-2.0
Cc1[nH]c2ccccc2c1/C=C/c1cc[n+](C)cc1	?
CCN(CC)c1ccc(NC(=O)Cn2c(C(C)NC(=O)c3ccc(C)cc3)nc3ccccc32)cc1 (stereo not drawn)	-1.2
O=C(NNC(=O)C1CCCN(S(=O)(=O)c2ccc3ccccc3c2)C1)C1CC1 (stereo not drawn)	-0.6
Cc1cc2cc3c(cc2nc1SCC(=O)OC(C)C)OCO3	3.4
O=c1c2ccccc2[nH]c(=S)n1CCN1CCC(=C(c2ccc(F)cc2)c2ccc(F)cc2)CC1	0.8
N#Cc1sc2nc(-c3ccccc3)cc(C(F)(F)F)c2c1N	-8.0
CCC(=O)c1ccc(OCC(=O)O)cc1	-0.5
Cc1ccc2cc3c(N)c4c(C)ccc(C)c4nc3nc2c1	-4.2
CCn1c(SCC(=O)NCCOC)nc2sc(C)c(C)c2c1=O	-0.5
Cc1nn(Cc2ccc(C(=O)N3CCCC3)o2)c(C)c1[N+](=O)[O-]	-0.2
C#CCOCCOCCOCCNc1nc(N2CCN(C(=O)[C@H](CCC(=O)O)n3cc(C(N)CO)nn3)CC2)nc(N2CCN(C(=O)[C@H](CCCCN)n3cc(C(N)[C@H](C)CC)nn3)CC2)n1 (stereo partly drawn)	1.7
COc1cc(/C=C2\SC(=S)N(CC(=O)Nc3ccc(O)cc3)C2=O)cc(OC)c1OC	-4.9
CC(C)NC(=O)CSc1nc(-c2ccccc2)cs1	-1.0
COC(C[C@@H]1O[C@H]1[C@@H](O)[C@@H](C)OCc1ccccc1)OC	0.7
COc1cc(NC(=O)c2ncn[nH]2)cc(OC)c1OC	-3.0
Cc1nnc(SCCn2c(N3CC(C)CC(C)C3)nc3c2c(=O)n(C)c(=O)n3C)s1 (stereo not drawn)	2.2
COc1cccc(CN2CC(C(=O)N(C)Cc3nc(C)cs3)CCC2=O)c1 (stereo not drawn)	-0.5
CCc1c(C)nc(SCC(=O)N2CCc3ccccc32)[nH]c1=O	-3.6
SMILES	MEX-5 binding
CCOc1ccc(NC(=O)Nc2cc(C(C)C)ccc2C)cc1	-1.2
COc1ccc(-n2cnnc2SC(C)c2nc3sc(C)c(C)c3c(=O)[nH]2)cc1 (stereo not drawn)	0.2
COc1ccc(N=C2S/C(=C\c3ccc(OCC(=O)O)cc3)C(=O)N2CCc2c[nH]c3ccccc23)cc1	-2.4
COc1ccc(S(=O)(=O)N2CCOCC2)cc1NC(=O)COC(=O)c1ccc(C)s1	-0.9
CC(=O)Nc1sc(/C(C#N)=C/c2ccc(Cl)c(Cl)c2)nc1-c1ccc(C)cc1	0.4
CCn1cc(/C=C(\NC(=O)c2ccccc2Cl)C(=O)N2CCN(C)CC2)c2ccccc21	0.1
O=c1[nH]sc2ccccc12	1.9
COc1ccc(-c2cc(=O)oc3cc(OCC(=O)c4cccc([N+](=O)[O-])c4)ccc23)cc1	1.3
CCC12CN3CC(CC)(CN(C1)C3c1c(O)ccc3ccccc13)C2=O (stereo not drawn)	0.3
CCOP(=O)(OCC)C(Nc1cccc(C(F)(F)F)c1)c1ccc(Br)cc1 (stereo not drawn)	1.6
Cn1c(O)c(C=NCC2CCNCC2)c(=O)n(C)c1=O	1.0
O=C(NCCc1cccc(Cl)c1)c1ccc(OC2CCN(Cc3ccccn3)CC2)cc1	4.1
CC1(C)Cc2c(c(N3CCCCC3)[nH]c(=S)c2C#N)CS1	0.5
O=C(O)c1cccc(NC(=S)N/N=C/c2ccccc2OCc2cccc(Br)c2)c1	-6.1
CCOC(=O)c1ccccc1NC(=O)CN1C(=O)CCS(=O)(=O)c2ccccc21	-5.0
BrC(=C\c1ccccc1)/C=N/n1cnnc1	-2.2
Cc1ccc2[nH]c3c(c2c1)CN(C(=O)CN1CCN(c2ccccc2F)CC1)CC3	-4.2
CC(C)n1c(SCC(N)=O)nc2c1c(=O)[nH]c(=O)n2C	-0.4
CN(C)c1ccc(C(c2nnnn2C(C)(C)C)N2CCc3ccccc3C2)cc1 (stereo not drawn)	2.0
O=C(Nc1nnc(SCc2ccc(F)cc2)s1)c1ccc2ncsc2c1	-4.2
Cc1ccc(/C=N/NC(=O)c2cc3c(ccc4ccccc43)o2)o1	-3.4
O=C(O)CSc1cc(C(=O)c2ccccc2O)cn2c(=O)c3c4c(sc3nc12)CCCC4	-10
Cn1ncc([N+](=O)[O-])c1C(=O)N1CCCCCC1	1.1
CCC(=O)Nc1cccc(NC(C)=O)c1	-0.1
CCOc1ccc(C(=O)C(CCC(CN(C)C)C(=O)c2ccc(OCC)cc2)CN(C)C)cc1 (stereo not drawn)	1.3
SMILES	MEX-5 binding
COc1ccc(/C=C(/C(=O)c2cccs2)N2C=CC=CC2=C(C#N)C#N)cc1	1.9
CN(Cc1nc(-c2cnccn2)no1)Cc1n[nH]c2c1CCCC2	-0.9
Cc1cc(C)c(C(=O)NC2CC(C)(C)Cc3c2cnn3-c2cccc(F)c2)[nH]1 (stereo not drawn)	-0.9
COC(C[C@H]1O[C@H]1[C@H](O)[C@H](C)OCc1ccccc1)OC	2.7
C[C@@H]1CC=C[C@H]2[C@H]1C(=O)N(Cc1ccccc1)[C@H]2c1ccc2ccccc2c1Br	-0.8
CC1(C)CC(=O)C2=C(C1)Nc1[nH]n(-c3ccccc3)c(=O)c1C2c1ccc2c(c1)OCO2 (stereo not drawn)	-0.5
Oc1ccc(C2C=C(c3ccc(F)cc3)Nc3ncnn32)cc1 (stereo not drawn)	-8.7
COC(CNC(=O)CCCn1nnnc1CN1CCOCC1)c1cccs1 (stereo not drawn)	1.5
C/C(=N\NC(=O)c1c(Cl)cnn1C)c1cccnc1	1.0
COc1ccc(CCN2CC(C(=O)N(C)CCc3cn[nH]c3)CCC2=O)cc1 (stereo not drawn)	-1.7
COc1ccc(-c2c(C)oc3c(CN4CCCC(C)C4)c(O)ccc3c2=O)cc1OC (stereo not drawn)	-0.8
CCOC(=O)c1cnc2c(C)c(C)ccc2c1NCCN1CCOCC1	-0.6
Cc1sc2c(c1C)c(=O)nc1n2Cc2ccccc2-1	0.3
CCOC(=O)c1ccccc1NC(=O)CSc1nc2c(c(=O)n(C)c(=O)n2C)n1C	-1.2
O=c1c2ccccc2sn1-c1nccs1	1.4
COc1ccc(CN2CCNC(=O)C2CC(=O)NCCc2cnccn2)cc1C (stereo not drawn)	-0.7
Cc1nnc(SCC(=O)Nc2ccc3c(c2)OCO3)s1	1.1
Cc1ccccc1-c1n[nH]c(=S)n1/N=C/c1ccc(-c2ccccc2Br)o1	-1.7
CO[C@H]1C=CO[C@@]2(C)Oc3c(C)c(O)c4c(O)c(c(C=NN5CCN(C6CCCC6)CC5)c(O)c4c3C2=O)NC(=O)C(C)=CC=C[C@H](C)[C@H](O)[C@@H](C)[C@@H](O)[C@@H](C)[C@H](OC(C)=O)[C@@H]1C	-1.0
CC(=O)c1ccc(NC(=O)CSc2ccsc2[N+](=O)[O-])cc1	-4.4
CC(C)c1cc(CNC(=O)c2cc(COc3cncc(Cl)c3)on2)on1	-0.8
COc1ccccc1N1CCN(C(=O)c2cnn3cccnc23)CC1	0.3
COCCN1C(=O)c2ccccc2C(C(=O)N2CCN(c3ccccn3)CC2)C1c1ccc(F)cc1 (stereo not drawn)	1.0
COc1ccc(NC2CCCN(C(=O)c3cccc(N(C)C)c3)C2)cc1 (stereo not drawn)	2.7
NCC(=O)Nc1ccc(Cl)cc1C(=O)c1ccc[nH]1	-3.0
SMILES	MEX-5 binding
N#Cc1c(-c2cccs2)nc(SCc2ccc(Cl)cc2)[nH]c1=O	1.2
NC(=O)c1cccc(N=Cc2cc(Cl)cc(Cl)c2O)c1	?
C=CCn1c(C23CC4CC(CC(C4)C2)C3)n[nH]c1=S	-0.1
COC(C[C@H](O)C[C@@H](O)[C@H](C)OCc1ccccc1)OC	-0.5
N=C1/C(=C\c2ccc(OC(=O)c3ccco3)cc2)C(=O)N=C2SC=NN12	-9.6
O=C(O)c1ccc(-c2ccc(/C=C3\NC(=O)N(Cc4ccc(Cl)cc4)C3=O)o2)cc1Cl	-32*
Cc1cc(=O)n2c3ccccc3n(CC(O)CN3CCC(C)CC3)c2c1C#N (stereo not drawn)	0.8
Cc1ccc(C2=Nc3c(ccc4ccccc34)C(c3ccncc3)=NN2)cc1	0.6
CC1CC2=C(NC(=S)NC2c2cccc(F)c2)/C(=C/c2cccc(F)c2)C1 (stereo not drawn)	3.0
C/C(=N\NC(=O)c1cccc2ccccc12)c1cccnc1	-0.1
CC1=C(C#N)C(=O)NC(=O)/C1=C\c1ccc(-c2ccc(C)cc2[N+](=O)[O-])o1	-14
O=C(c1nnsc1S(=O)(=O)c1ccc(Cl)cc1)N1CCOCC1	0.6
COCc1cc(C)nc(N/N=C/c2ccc(-c3ccc(Cl)cc3[N+](=O)[O-])o2)c1C#N	2.4
CC(C)(C)OC(=O)N1CCCC1C(=O)N1CCCC1C(=O)N1CCCC1C(=O)O (stereo not drawn)	-1.5
CCc1nc2sc3c(c2c(=S)[nH]1)CC(C)(C)OC3	-1.0
COCCn1c(CN2CCN(C(c3ccccc3)c3ccccc3)CC2)nc2c1c(=O)n(C)c(=O)n2C	-1.2
O=C(COC(=O)c1cnccn1)c1ccccc1	0.1
Cc1cc(C)cc(N(C(=O)c2ccccn2)C(C(=O)NC2CCCCC2)c2ccncc2)c1 (stereo not drawn)	-1.7
COc1ccc(NC(=O)C2CCN(C(=O)C3CC(=O)N(c4ccc(C)cc4)C3)CC2)cc1 (stereo not drawn)	2.0
O=C(NCc1ccc(F)cc1)c1noc2c1CCCCC2	0.9

Reformatted: 4 of the compounds above
CCC(=O)N1CCN(c2ccc(NC(=O)c3ccc([N+](=O)[O-])o3)cc2)CC1
  MEX-5 binding: 1.1

O=C(c1ccc2c(c1)OCO2)N1CCC2(CC1)Oc1ccc(Cl)cc1C(=O)C21CC(c2ccc(Cl)cc2)=NO1 (stereo not drawn)
  MEX-5 binding: -0.6

Clc1ccc(OCc2cn3cccnc3n2)c2ncccc12
  MEX-5 binding: 0.0

CN(C)CC(CCC(CN(C)C)C(O)(c1ccccc1)c1ccccc1)C(O)(c1ccccc1)c1ccccc1 (stereo not drawn)
  MEX-5 binding: -0.4

Rewritten bar-delimited: two of the compounds above.
mol | MEX-5 binding
COC(C[C@H](O)C[C@@H](O)[C@H](C)OCc1ccccc1)OC | -0.5
CC1CC2=C(NC(=S)NC2c2cccc(F)c2)/C(=C/c2cccc(F)c2)C1 (stereo not drawn) | 3.0

Compound activity: PubChem BioAssay, Broad Institute
